From PubChem
HttQ103 aggreg – inhibitors of mutant huntingtin aggregate formation in PC12 cells; PC12 HttQ103-GFP aggregates, Acumen cytometry, 40 h; Potency, µM (highest dose often 46.1 µM), without a hit: at the highest dose activity change, negative = inhibition, hits mostly inhibitors; actives 1.1% (n = 220,000); AID 1688; also: % is scaled to controls: 0 for no effect and ±100 for the full control effect; nearly all actives have a fitted effect of over 60% in size
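Aggregates are detected as GFP objects 1–25 µm with signal 6 STDEV over background in lysates of induced PC12 cells. These carry Huntingtin exon 1 with 103 glutamines fused to GFP under an ecdysone promoter; compounds titrated.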
GAA glycogen mod – GAA glycogen-cleavage inhibition or activation; recombinant GAA, glycogen substrate, Amplex Red glucose oxidase fluorescence; actives 0.38% (n = 300,000); Potency, µM (highest dose often 76.4 µM), inactives show at the top dose activity change, negative = inhibition, usual class: inhibitors;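 also: 0% = full enzyme reaction and -100% = no-enzyme basal signal; the screen sought inhibitors and activators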
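Recombinant enzyme (4 nM final) with compounds titrated up to 77 uM and bovine liver glycogen (30 ug) in citrate pH 5.0, 0.01% Tween-20, 37 C 40 min. Released glucose detected by Amplex Red/glucose oxidase (Ex 573/Em 610); AC50 from Hill fits.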
GAA inhib – inhibitors of human lysosomal alpha-glucosidase; actives 0.005% (n = 200,000); Potency, µM (top dose mostly 76.9 µM), inactives show at the highest dose activity change, negative = inhibition, hits mostly inhibitors; purified human GAA, 4-MU-alpha-glucoside fluorescence;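 also: plate controls were uninhibited enzyme wells for no effect and no-enzyme background for full effect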
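Enzyme (4 nM final) mixed with compound (up to 77 uM), then 4-MU-alpha-D-pyranoside (400 uM final) added; 20 min at room temperature, pH 5.0. Reaction stopped at pH 10, fluorescence read, AC50 derived by Hill fit.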
RGS12 GoLoco inh – RGS12 GoLoco-Gai1 interaction inhibition. P63096. Gai1:RGS12 GoLoco peptide FP, rhodamine, 10 min. Potency, µM (doses to about 61.6 µM), inactives show top-dose activity, negative = inhibition, most hits filed as inhibitors. actives 0.44% (n = 230,000). AID 880; active = well fitted inhibition curve with a large enough effect, not every such curve was filed as active; inactive = no such curve, though single readings can be large or run the other way; also: % is scaled to controls: 0 for no effect and ±100 for the full control effect; nearly all actives have a fitted effect of over 30% in size; many of its hits are not listed in these tables
Target sequence (P63096 whole entry, looked up): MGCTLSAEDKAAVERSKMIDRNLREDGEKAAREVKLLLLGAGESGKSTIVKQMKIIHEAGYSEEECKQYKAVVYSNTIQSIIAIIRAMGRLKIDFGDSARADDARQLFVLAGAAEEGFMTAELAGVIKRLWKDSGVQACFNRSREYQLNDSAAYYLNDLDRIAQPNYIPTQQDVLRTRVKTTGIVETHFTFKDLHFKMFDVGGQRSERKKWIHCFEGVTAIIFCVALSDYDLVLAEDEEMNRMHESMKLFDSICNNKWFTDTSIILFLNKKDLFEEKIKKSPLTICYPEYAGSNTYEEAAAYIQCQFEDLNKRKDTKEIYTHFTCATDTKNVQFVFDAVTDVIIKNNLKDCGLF
IMPase Li cell – cell-permeable IMPase inhibitors with lithium potentiation | actives 0.35% (n = 210,000) | Potency, µM (series often up to 59.4 µM), for the others: top-dose activity, negative = IMPase inhibition, actives largely listed as inhibitors | CHO-M1 cells, IP1 TR-FRET (IP-One), carbachol + lithium | AID 1457;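 also: IP1 builds up when IMPase is blocked and the TR-FRET signal falls; plate controls were basal vehicle for no effect and high inhibitor control for full effect; nearly all actives have a fitted effect of over 50% in size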
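Steps: plate 2000 CHO-M1 cells per well and culture 16–30 h; add compound and lithium; incubate 30 min, 37C; add d2-IP1 tracer and Eu cryptate anti-IP1 antibody in lysis buffer; read after 10 min at room temperature.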
HTT ATP protect – cytoprotection in Huntington HTT-Q103 PC12 cell model; PC12 HTT-Q103 induced, cytoprotection, ATP luminescence, 40 h; Potency, µM (titrated, usually from 56.4 µM), without a hit: cytoprotection (ATP increase), hits mostly activators; actives 0.14% (n = 230,000); AID 1471;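 also: % of control where 0% means no effect; nearly all actives have a fitted effect of over 45% in size; toxic huntingtin expression switched on by the ecdysone agonist tebufenozide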
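PC12 cells with ecdysone-inducible HTT exon 1 Q103-GFP, induced with 100 nM tebufenozide and co-treated with library compounds in a dose series (1536-well, 1500 cells/well). Cytoprotection read as ATP content by ATPlite luminescence.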
aGlu spleen mod – inhibitors or activators of human alpha-glucosidase in spleen homogenate. P10253. human spleen homogenate, 4-MU-alpha-glucoside fluorescence. Potency, µM (doses to about 79.9 µM), for inactives: at the highest dose activity change, negative = inhibition, usual class: inhibitors. actives 0.006% (n = 240,000). AID 2112;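 also: 0% = enzyme with vehicle and -100% = no enzyme basal signal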
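AC50 values come from Hill-equation fits of concentration-response data, normalized to no-enzyme and full-activity controls. Enzyme source: 1 ug human spleen homogenate; 1 mM fluorogenic 4-MU glucoside, pH 5.0 citrate buffer, 37 C, 40 min.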
An asterisk follows results filed as active; ? = inconclusive; . = not tested or not shown; [ ] = dose if it differs, or a comment. Unless noted, calls follow the shape of the dose curve; as a rule, active = well fitted curve in the direction sought with a large enough effect; inconclusive = small, poorly fitted or top-dose-only effect, or another doubt; inactive = no such curve, though single readings can be large; an effect the other way counts as inactive or inconclusive. Potency is read from the fitted curve at half-maximal effect. An excerpt; the hit share may differ from the screen's.

SMILES	HttQ103 aggreg	GAA glycogen mod	GAA inhib	RGS12 GoLoco inh	IMPase Li cell	HTT ATP protect	aGlu spleen mod
Cc1cc(OCc2nn[nH]n2)c2c(C)c(CC(=O)O)c(=O)oc2c1	21%	-9%	0%[15.4 µM]	-4%	6%[38.3 µM]	-5%[0.074 µM]	-3%
COc1ccc(CCN(C(=O)/C=C/C(=O)O)C2CC(=O)N(c3ccccc3)C2=O)cc1 (centres undefined)	-5%[9.22 µM]	-8%	7%	1%	4%	-14%[10 µM]	-8%
COCC(=O)N1CCC[C@@]2(CCN(C(c3ccccc3)c3ccccc3)C2)C1	.	.	.	6%	9%	?	-6%
Cc1ccccc1CN1CCN(C(=O)c2cccc(F)c2)CC1	-32%	5%	?	-3%	15%[38.3 µM]	10%	4%
O=C1CC(c2cccc(Cl)c2)CC(O)=C1C=NCCCO (centres undefined)	1%	-25%	-1%	-16%	12%[38.3 µM]	-16%	-11%
COc1ccc(-n2c(Cc3cccn3C)nnc2SCC(=O)Nc2nccs2)cc1	-13%	1%	8%	2%	5%	-7%[10 µM]	-4%
O=C(O)c1[nH]nc2c1COc1ccccc1-2	-17%	1%	4%	8%	8%[38.3 µM]	1%[10 µM]	-16%
COc1ccc(NC(=O)c2oc3ccccc3c2NC(=O)COc2ccccc2OC)c(OC)c1	-5%	0%	-3%	7%	-5%[38.3 µM]	-10%	7%
O=C(CSc1nnc(-c2ccccc2F)o1)OCc1ccccc1	6%	1%	-2%	7%	27%[38.3 µM]	8%[10 µM]	0%
COc1ccc2c(c1)O[C@H](c1ccc3c(c1)OCO3)[C@@H](OC(=O)NC1CCCC1)C2=O	.	.	.	3%	5%	.	2%
O=C1CC(c2ccc(Cl)cc2)n2nc(NS(=O)(=O)c3ccc(F)cc3)nc2N1 (centres undefined)	?	14%	-6%	8%	-3%[38.3 µM]	3%	-6%
CCC(C)[C@H]1CN=C(N)N1CCc1cc(C(F)(F)F)cc(C(F)(F)F)c1 (some centres undefined)	-28%[9.22 µM]	1%	.	4%	.	-17%[10 µM]	-15%
COCCNC(=O)C(C)Oc1ccc(Cl)cc1Cl (centres undefined)	-5%	-2%	-10%[15.4 µM]	-2%	1%[38.3 µM]	-2%[10 µM]	6%
COc1cc2cc(CN(CCN3CCOCC3)C(=O)Nc3ccc(F)cc3)c(=O)[nH]c2cc1OC	2%[9.22 µM]	5%	4%	-10%	5%	-2%[10 µM]	2%
Nc1nc(CCl)nc(Nc2cccc3ccccc23)n1	-10%[9.22 µM]	5%	.	5%	.	-3%[10 µM]	-3%
CCCCS(=O)c1snnc1C (centres undefined)	21%	17%	8%	14%	-3%	18%[10 µM]	-13%
CC(/C=C/c1ccc(OCc2ccccc2)cc1)=N\O	-2%	-5%	2%	5%	-1%	10%[10 µM]	0%
Cn1c(CNC(=O)c2ccc(Cl)c(Cl)c2)nnc1SCC(=O)Nc1sc2c(c1C#N)CCCC2	-11%	-3%	0%	0%	26%[38.3 µM]	-31%	3%
Cc1ccc(C(F)(F)F)cc1NC(N)=S	3%	-1%	0%	7%	-4%	?	.
COc1ccccc1/C=C/C(=O)Nc1cccc(S(=O)(=O)NC2=NCCCCC2)c1	-5%	-6%	-7%	0%	3%	-21%	3%
O=C(NCCC1=CCCCC1)C1CCN(S(=O)(=O)N2CCCC2)CC1	-16%	8%	1%	-5%	-3%	-24%	-9%
CCCCCC(=O)N1CCN(CCN=CC2=C(O)CC(c3ccc(OC)c(OC)c3)CC2=O)CC1 (centres undefined)	-4%	3%	3%	2%	40%[38.3 µM]	-14%[0.074 µM]	-13%
Cc1ccc(C)c(-n2cc(-c3ccc(Cl)cc3)nc2SCC(=O)NC2CCS(=O)(=O)C2)c1 (centres undefined)	?	-10%	?	.	.	-1%[10 µM]	-14%
Cc1cc(C)nc(SCc2ccc(C(=O)N/N=C/c3ccccn3)cc2)n1	-26%	3%	3%	11%	27%	-8%[10 µM]	-6%
COc1cc(C)nc(Oc2ccc(OCCOc3ccccc3)nn2)n1	3%[9.22 µM]	27%	13%	17%	1%	2%[10 µM]	1%
Cc1onc(-c2ccccc2)c1C(=O)Nc1ccccc1C#N	15%	4%	-3%[15.4 µM]	9%	-6%[38.3 µM]	-27%	-3%
Cc1ccc(S(=O)(=O)N2CCOCC2)cc1NC(=O)c1cc2c(s1)CCC2	-24%	0%	?	5%	2%[38.3 µM]	9%	-4%
O=C(ON=C1CCN(c2ccc([N+](=O)[O-])cc2)CC1)c1ccccc1	13%	2%	-14%	8%	16%[38.3 µM]	8%	4%
CC(=O)c1nnn(-c2ccc(Cl)cc2C#N)c1C	-14%[9.22 µM]	5%	.	12%	.	-4%[10 µM]	-1%
CCOc1ccc(C2CC(c3ccccc3C)n3ncnc3N2)cc1 (centres undefined)	18%	4%	-10%	1%	4%[38.3 µM]	-2%	0%
Cc1ccc2nc(C)cc(NCCO)c2c1	-10%	1%	-14%	8%	16%[38.3 µM]	10%	-5%
COC(=O)N/N=C(\C)c1ccc(-n2ccnc2)cc1	-1%	6%	-5%	9%	-1%	-37%[inhibitor]	-7%
CN(C)Cc1ccccc1-c1cc(NCc2cccs2)ncn1	.	.	.	4%	18%	16%	0%
O=C(O)CCN(Cc1ccccc1)S(=O)(=O)c1c(Cl)cccc1Cl	17%	9%	6%	-8%	-4%	16%[10 µM]	7%
CC(C)CCNC(=O)c1cccc(C(=O)NCCC(C)C)c1	5%	5%	0%	-5%	37%[38.3 µM]	-11%	0%
Cc1c(N)c(C(C)(C)C)cc(C(C)(C)C)c1[N+](=O)[O-]	-7%	-15%	-13%	-10%	-1%	-13%[10 µM]	3%

Exported in CSV form: part of the list above.
SMILES,HttQ103 aggreg,GAA glycogen mod,GAA inhib,RGS12 GoLoco inh,IMPase Li cell,HTT ATP protect,aGlu spleen mod
Cc1onc(-c2ccccc2)c1C(=O)Nc1ccccc1C#N,15%,4%,-3%[15.4 µM],9%,-6%[38.3 µM],-27%,-3%
COC(=O)N/N=C(\C)c1ccc(-n2ccnc2)cc1,-1%,6%,-5%,9%,-1%,-37%[inhibitor],-7%

(cont.)
SMILES	HttQ103 aggreg	GAA glycogen mod	GAA inhib	RGS12 GoLoco inh	IMPase Li cell	HTT ATP protect	aGlu spleen mod
CCCCC/C=C\C\C=C/C=C/C=C/[C@@H](SC[C@H](N)C(=O)O)[C@@H](O)CCCC(=O)O	.	.	.	9%	-13%	0%	3%
Cc1cccc(-n2c(C)n[nH]c2=S)c1	12%	-9%	-7%	12%	-1%[38.3 µM]	3.5µM*	-5%
CC(C)Cn1c(-c2cccs2)nc2nc3ccccc3nc21	-8%	0%	?	14%	26%[38.3 µM]	-18%[0.074 µM]	?
COC(=O)[C@H]1C(OC)[C@@H](OC(=O)c2cc(OC)c(OC)c(OC)c2)C[C@@H]2CN3CCc4c([nH]c5cc(OC)ccc45)[C@H]3C[C@H]21 (some centres undefined)	.	.	.	35%[activator]	5%	.	-10%
CCN1C(=O)N[C@@H](c2cccc(C(F)(F)F)c2)C(C(C)=O)=C1C	.	.	.	3%[14.2 µM]	-4%	-10%[10 µM]	4%[17.4 µM]
CCOc1ccc(C2=Nc3ccccc3C(c3ccc(N4CCOCC4)cc3)=NN2)cc1	21%	-13%	-8%	8%	20%[38.3 µM]	-68%[inhibitor]	-16%
CC(C)N(C(=O)COC(=O)c1ccccc1C(=O)N1CCN(c2ccc(F)cc2)CC1)C(C)C	-13%	-2%	-2%	0%	5%[38.3 µM]	-18%	-12%
C/C(=N/NC(=O)CCCOc1ccc(Cl)cc1Cl)c1ccc(C)o1	-9%	9%	2%	-6%	4%	-14%[10 µM]	-2%
CC(=O)Nc1cc(O)cc(O)c1	-15%[9.22 µM]	-2%	-1%[15.4 µM]	8%	.	21%[10 µM]	7%
COc1ccc(-n2c(Cc3cc(=O)[nH]c(=O)[nH]3)nnc2SCC(=O)N2CCC(C)CC2)cc1	-11%	-7%	-10%	9%	?	-4%	4%
CCN(CC)S(=O)(=O)c1ccc(NC2c3ccccc3C(=O)N2c2ccc(C)cn2)cc1 (centres undefined)	-1%	-15%	-4%[15.4 µM]	15%	7%[38.3 µM]	-17%	3%
COc1ccc(/C=C(/NC(=O)c2ccc(C)cc2)c2nc3ccccc3[nH]2)cc1OC	30%	-1%	3%	-4%	2%[38.3 µM]	-34%	-10%

Part of the list above in order of heavy-atom count, high to low.
SMILES	HttQ103 aggreg	GAA glycogen mod	GAA inhib	RGS12 GoLoco inh	IMPase Li cell	HTT ATP protect	aGlu spleen mod
COC(=O)[C@H]1C(OC)[C@@H](OC(=O)c2cc(OC)c(OC)c(OC)c2)C[C@@H]2CN3CCc4c([nH]c5cc(OC)ccc45)[C@H]3C[C@H]21 (some centres undefined)	.	.	.	35%[activator]	5%	.	-10%
CCN(CC)S(=O)(=O)c1ccc(NC2c3ccccc3C(=O)N2c2ccc(C)cn2)cc1 (centres undefined)	-1%	-15%	-4%[15.4 µM]	15%	7%[38.3 µM]	-17%	3%
COc1ccc(/C=C(/NC(=O)c2ccc(C)cc2)c2nc3ccccc3[nH]2)cc1OC	30%	-1%	3%	-4%	2%[38.3 µM]	-34%	-10%

More results follow:
SMILES	HttQ103 aggreg	GAA glycogen mod	GAA inhib	RGS12 GoLoco inh	IMPase Li cell	HTT ATP protect	aGlu spleen mod
CCc1ccc(C(=O)NCC2COc3ccccc3O2)o1 (centres undefined)	-4%	9%	-2%	-3%	0%[38.3 µM]	-9%[10 µM]	3%
COc1ccc(NC(=O)N2CCN(S(C)(=O)=O)CC2)c(OC)c1	2%[9.22 µM]	-21%	0%	17%	-1%	15%	5%
CCOC(=O)CSc1nc(C)c2ccccc2n1	7%	3%	1%	2%	18%[38.3 µM]	0%	-5%
Cn1c(=NC(=O)CN2C(=O)C3CC=CCC3C2=O)sc2ccccc21 (centres undefined)	-31%	2%	0%	11%	-5%[38.3 µM]	-21%	2%
